Source: PubChem
MLLE-PAM2 inh: blocks PAM2 peptide binding to the PABP1 MLLE domain | P11940 | GST-MLLE / FITC-PAM2 fluorescence polarization | inhibition, % at 20 µM | 0.36% of 360,000 active; in the data active = inhibition above about 35%, passing the limit was not always enough;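 also: plate controls were DMSO wells with GST-MLLE for no effect and wells lacking GST-MLLE protein for full effect; some results filed as inactive read as strong as hits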
Rpn11 inh: inhibitors of human proteasome Rpn11; human 26S proteasome, Ub4-pepOG fluorescence polarization; 20S core pre-blocked with epoxomicin; AID 588493; O00487; calls only at 20 µM; 0.59% of 360,000 active;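 active = inhibition at 20 µM, scaled to each plate's controls, above about 33%, limit read from the data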
SUMO1-SIM PPI: modulators of human SUMO1-mediated protein-protein interactions. P63165. SUMO1 binding to a labelled peptide, TR-FRET, 1 h. inhibition, % at 20 µM. 0.33% of 360,000 active. AID 602429; in the data active = inhibition above about 37%
TbMetRS inhib: Trypanosoma brucei MetRS inhibition. 0.4% of 360,000 active. purified T. brucei MetRS, ATP depletion, Kinase-Glo luminescence. inhibition, % at 11.9 µM;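 active = inhibition above a per-plate cutoff of the control wells' mean inhibition plus 3 SD, cut at about 5.5% in these data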;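 also: 0% = DMSO wells median and 100% = median of wells with control inhibitor compound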
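technique = Kinase-Glo luminescence, ATP depletion format | system = purified MetRS (methionyl-tRNA synthetase) enzyme from Trypanosoma brucei | timing = 15 min preincubation, 2 h reaction, all 25 °C | evaluation = percent inhibition versus plate control medians | dosing = single dose, 11.9 µM final nominal, 0.9% final DMSO | also added = substrates ATP, L-methionine and bulk Escherichia coli tRNA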
NadD block: NadD (S. aureus) enzyme inhibition; purified NadD enzyme, colorimetric absorbance read-out; inhibition, % at 20 µM; 0.78% of 360,000 active; in the data active = inhibition above about 26%; also: some compounds past the cut are filed as inactive
CSN deneddyl inh: CSN deneddylation inhibition; 0.38% of 360,000 active; Q92905; inhibition, % at 12.5 µM; Purified CSN, SCF-Nedd8-OG deneddylation, fluorescence polarization;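 active = pattern-corrected inhibition above about 35%, with an unprinted fluorescence ratio check between 0.5 and 1.5, limit read from the data, passing the limit was not always enough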;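 also: 0% = enzyme with substrate and 100% = substrate without enzyme; some results filed as inactive read as strong as hits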
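Test system: purified human Csn5 enzyme expressed in HEK293T cells. Amount: 0.24 nM enzyme. Reagent: SCFSkp2-Nedd8OG substrate at 10 nM final. Schedule: 90 min incubation of compound, enzyme and substrate at room temperature. Detection: fluorescence polarization. Read-out: % inhibition of substrate cleavage by Csn5.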
Scp1 inh: Scp-1 (human) phosphatase inhibition | Recombinant Scp1, phosphopeptide, malachite green phosphate absorbance | inhibition, % at 20 µM | 0.88% of 340,000 active | AID 493091;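 active = inhibition above about 50% at 20 µM, limit read from the data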;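 also: plate controls were DMSO wells with enzyme for no effect and wells lacking enzyme for full effect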
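Test system: SCP-1 catalytic domain; Buffer or medium: Acidic Tris acetate buffer with magnesium and detergent; Also added: Phosphorylated 17-residue peptide substrate; Compound: single 20 µM dose, 1% DMSO; Schedule: enzyme reaction 45 min at room temperature, colour 5 min, stabilisation 30 min; Signal: Phosphate-binding colour reagent, absorbance read at 630 nm.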
LMPTP block: LMPTP (human) inhibition; recombinant LMPTP-A, OMFP fluorogenic substrate, fluorescence intensity; inhibition, % at 20 µM; 0.22% of 360,000 active; AID 651560;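 active = compounds that cut the enzyme signal by at least half of the control window in the single-dose screen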;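 also: plate controls were DMSO wells with enzyme plus substrate for no effect and substrate without enzyme for full effect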
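Test system: LMPTP-A, protein tyrosine phosphatase of low molecular weight; Input: 0.625 nM enzyme; Incubation: 50 min dark incubation at room temperature; Signal: endpoint fluorescence intensity from OMFP dephosphorylation; Read-out basis: % inhibition versus control wells.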
DNMT1 inh: inhibitors of human DNMT1; 0.83% of 360,000 active; DNMT1 molecular beacon, Hinp1I cleavage, fluorescence; inhibition (reported as % activation of signal), % at 10 µM; P26358; AID 588458; in the data active = inhibition above about 50%
Target sequence (P26358 504-1616 limits assumed): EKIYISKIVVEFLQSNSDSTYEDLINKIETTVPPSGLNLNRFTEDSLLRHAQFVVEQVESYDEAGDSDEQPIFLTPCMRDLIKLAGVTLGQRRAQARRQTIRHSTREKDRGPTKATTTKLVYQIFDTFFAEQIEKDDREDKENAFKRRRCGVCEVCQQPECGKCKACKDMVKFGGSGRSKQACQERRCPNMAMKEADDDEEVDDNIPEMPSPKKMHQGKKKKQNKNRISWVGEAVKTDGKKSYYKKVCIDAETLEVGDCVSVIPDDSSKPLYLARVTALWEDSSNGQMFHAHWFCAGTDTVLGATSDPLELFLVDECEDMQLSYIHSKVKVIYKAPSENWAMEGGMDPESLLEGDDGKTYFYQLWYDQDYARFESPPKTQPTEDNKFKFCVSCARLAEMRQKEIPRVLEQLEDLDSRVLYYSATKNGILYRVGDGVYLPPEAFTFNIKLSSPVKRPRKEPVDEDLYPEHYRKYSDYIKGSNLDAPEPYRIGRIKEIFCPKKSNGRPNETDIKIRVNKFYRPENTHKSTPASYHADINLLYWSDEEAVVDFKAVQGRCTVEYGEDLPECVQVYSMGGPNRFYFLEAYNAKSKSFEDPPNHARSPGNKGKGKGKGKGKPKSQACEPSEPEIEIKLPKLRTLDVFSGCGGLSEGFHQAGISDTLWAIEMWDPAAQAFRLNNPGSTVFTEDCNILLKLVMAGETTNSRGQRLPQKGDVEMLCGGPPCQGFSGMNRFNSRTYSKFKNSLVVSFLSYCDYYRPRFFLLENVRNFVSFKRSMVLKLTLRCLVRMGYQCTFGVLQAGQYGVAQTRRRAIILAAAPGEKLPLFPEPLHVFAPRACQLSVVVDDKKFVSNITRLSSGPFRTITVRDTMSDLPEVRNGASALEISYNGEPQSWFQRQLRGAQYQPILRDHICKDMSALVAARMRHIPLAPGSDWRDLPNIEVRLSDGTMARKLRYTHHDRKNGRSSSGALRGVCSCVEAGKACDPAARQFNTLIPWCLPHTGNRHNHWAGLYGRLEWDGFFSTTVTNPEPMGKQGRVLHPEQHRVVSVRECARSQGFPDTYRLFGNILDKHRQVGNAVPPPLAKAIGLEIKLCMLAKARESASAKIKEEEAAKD
STEP block: inhibitors of human striatal-enriched phosphatase STEP | inhibition, % at 20 µM | recombinant STEP, OMFP fluorogenic substrate, fluorescence | 0.25% of 360,000 active | AID 588621 | P54829;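 active = inhibition at 20 µM, scaled per plate between control wells, above about 37%, limit read from the data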;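 also: 0% = DMSO with enzyme and substrate and 100% = substrate only without enzyme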
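System: STEP phosphatase, cell-free reaction; Buffer or medium: Bis-Tris pH 6.0 buffer with DTT, detergent; Incubation: 20 min at room temperature, dark; Measured by: fluorescence, 480/540 nm.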
* = called active by the depositor.

For COc1cc(NC(=O)c2cnn3c(C)cc(C)nc23)c(OC)cc1Cl the results were MLLE-PAM2 inh 19, Rpn11 inh inactive, SUMO1-SIM PPI 6, TbMetRS inhib -1.2, NadD block -3, CSN deneddyl inh -2, Scp1 inh 0, LMPTP block -0.5, DNMT1 inh -23 and STEP block -4.
O=C(CSC(=S)N1CCOCC1)c1cc(Br)cc(Br)c1O was read as MLLE-PAM2 inh -9, Rpn11 inh inactive, SUMO1-SIM PPI 12, TbMetRS inhib 0.4, NadD block 20, CSN deneddyl inh 5, Scp1 inh -1, LMPTP block 2.3, DNMT1 inh -14 and STEP block 5.
Screening Cc1cc(=O)oc2cc(OCC(=O)OCC(=O)N(CCC#N)c3ccccc3)ccc12 returned MLLE-PAM2 inh -1, Rpn11 inh inactive, SUMO1-SIM PPI 4, TbMetRS inhib 0.6, NadD block 2, CSN deneddyl inh 4, Scp1 inh -2, LMPTP block -0.8, DNMT1 inh 1 and STEP block -1.
COCOc1cccc(CN2CCC2(C)C(=O)Nc2ccc(C)cc2)c1 (stereo not drawn) was read as MLLE-PAM2 inh 7, Rpn11 inh inactive, SUMO1-SIM PPI 3, TbMetRS inhib -0.4, NadD block 1, CSN deneddyl inh -2, LMPTP block -0.9, DNMT1 inh 3 and STEP block 1.
COc1ccc(NC(=O)CN(C)C(=O)CNC(=O)c2ccc(C)s2)cc1 was read as MLLE-PAM2 inh 7, Rpn11 inh inactive, SUMO1-SIM PPI 2, TbMetRS inhib -0.1, NadD block -7, CSN deneddyl inh -4, Scp1 inh -2, LMPTP block -0.2, DNMT1 inh 0 and STEP block 1.
`Cc1ccc(C(=O)COC(=O)CCC(=O)Nc2ccccc2Cl)cc1[N+](=O)[O-]` gave MLLE-PAM2 inh -1, Rpn11 inh inactive, SUMO1-SIM PPI -8, TbMetRS inhib 0.3, NadD block 0, CSN deneddyl inh -20, Scp1 inh -5, LMPTP block -1.8, DNMT1 inh 0 and STEP block -1.
For Cc1ccc(O)c(C2=NOC(O)(C(F)(F)C(F)F)C2)c1 (stereo not drawn) the results were MLLE-PAM2 inh 5, Rpn11 inh inactive, SUMO1-SIM PPI -3, TbMetRS inhib 0.6, NadD block 3, CSN deneddyl inh 4, Scp1 inh -3, LMPTP block -0.6, DNMT1 inh -1 and STEP block -1.
Cc1[nH]n(-c2ccccc2)c(=O)c1C(c1ccccc1[N+](=O)[O-])C(C#N)C#N (stereo not drawn) was read as MLLE-PAM2 inh 20, Rpn11 inh inactive, SUMO1-SIM PPI -5, TbMetRS inhib 0.3, NadD block 3, CSN deneddyl inh 1, Scp1 inh -7, LMPTP block 0.8, DNMT1 inh -7 and STEP block 0.
Screening OCCOc1nnnn1-c1ccccc1 returned MLLE-PAM2 inh 7, Rpn11 inh inactive, SUMO1-SIM PPI -1, TbMetRS inhib -1.9, NadD block 2, CSN deneddyl inh -1, Scp1 inh -3, LMPTP block -2.1, DNMT1 inh 0 and STEP block 2.
COc1ccccc1CC(NC(C)=O)C(=O)NC1CCN(c2nnnn2-c2ccccc2)CC1 (stereo not drawn) was read as MLLE-PAM2 inh -5, Rpn11 inh inactive, SUMO1-SIM PPI -2, TbMetRS inhib -1.0, NadD block -1, CSN deneddyl inh -6, Scp1 inh -5, LMPTP block -1.2, DNMT1 inh 1 and STEP block -2.
For CN(C)c1ccc(NC(=O)CN2CCC(NC(=O)C3CCCCC3)CC2)cc1 the results were MLLE-PAM2 inh 1, Rpn11 inh inactive, SUMO1-SIM PPI -29, TbMetRS inhib -0.7, NadD block -2, CSN deneddyl inh 17, Scp1 inh -3, LMPTP block 4.1, DNMT1 inh -40 and STEP block -6.
Screening COc1ccccc1-c1cc(C(=O)NCc2cccs2)no1 returned MLLE-PAM2 inh -7, Rpn11 inh inactive, SUMO1-SIM PPI 1, TbMetRS inhib -0.7, NadD block 1, CSN deneddyl inh -6, Scp1 inh 2, LMPTP block 1.2, DNMT1 inh -3 and STEP block 3.
Screening CC1=CC(=C(C#N)C#N)C=C(C)N1CCC(C)C returned MLLE-PAM2 inh 21, Rpn11 inh inactive, SUMO1-SIM PPI -2, TbMetRS inhib -1.0, NadD block 1, CSN deneddyl inh 5, Scp1 inh 6, LMPTP block 0.1, DNMT1 inh 0 and STEP block -2.
Screening CCOc1ccc(-c2nc(CSCC(=O)NC3CCN(Cc4ccccc4)CC3)c(C)o2)cc1 returned MLLE-PAM2 inh -2, Rpn11 inh inactive, SUMO1-SIM PPI -3, TbMetRS inhib 0.8, NadD block -5, CSN deneddyl inh -4, LMPTP block -2.2, DNMT1 inh -3 and STEP block -3.
Screening COc1ccccc1S(=O)(=O)Cc1ccc(C(=O)NCCN2CCCC2)o1 returned MLLE-PAM2 inh -6, Rpn11 inh inactive, SUMO1-SIM PPI -2, TbMetRS inhib -0.3, NadD block -1, CSN deneddyl inh 0, Scp1 inh -11, LMPTP block 0.4, DNMT1 inh -4 and STEP block 5.
For Cc1nn(C(=O)c2cccs2)c(N)c1-c1ccccc1 the results were MLLE-PAM2 inh 0, Rpn11 inh inactive, SUMO1-SIM PPI -1, TbMetRS inhib 0.1, NadD block -3, CSN deneddyl inh -5, Scp1 inh -17, LMPTP block 3.2, DNMT1 inh -1 and STEP block 0.
`COc1ccc(-c2nc3ccc(C)cc3c(=O)o2)cc1OC` gave MLLE-PAM2 inh -15, Rpn11 inh inactive, SUMO1-SIM PPI -2, TbMetRS inhib -0.8, NadD block -12, CSN deneddyl inh 7, Scp1 inh -10, LMPTP block 0.1, DNMT1 inh -5 and STEP block 0.
Screening CC(C)NC(=O)c1ccc(N2CCOCC2)nc1 returned MLLE-PAM2 inh -10, Rpn11 inh inactive, SUMO1-SIM PPI 2, TbMetRS inhib 0.1, NadD block 5, CSN deneddyl inh -3, Scp1 inh -5, LMPTP block 0.6, DNMT1 inh 3 and STEP block 1.
For COCCCN1C(=O)C(CC(=O)NCCc2ccccn2)CC(C(=O)N(C(C)C)C(C)C)=C1C (stereo not drawn) the results were MLLE-PAM2 inh 6, Rpn11 inh inactive, SUMO1-SIM PPI 2, TbMetRS inhib -0.9, NadD block -6, CSN deneddyl inh -3, LMPTP block 0.2, DNMT1 inh 3 and STEP block 0.
O=C(CCN1C(=O)/C(=C/c2ccc(Cl)cc2)SC1=S)Nc1ccc(C(=O)O)cc1 was read as MLLE-PAM2 inh 18, Rpn11 inh inactive, SUMO1-SIM PPI -5, TbMetRS inhib -0.4, NadD block 25, CSN deneddyl inh 6, Scp1 inh 92*, LMPTP block 75*, DNMT1 inh 3 and STEP block 49*.
Screening Cc1oc2cc3oc(=O)c(CCC(=O)N4C[C@H]5C[C@@H](C4)c4cccc(=O)n4C5)c(C)c3cc2c1C returned MLLE-PAM2 inh 8, Rpn11 inh inactive, SUMO1-SIM PPI 1, TbMetRS inhib -2.5, NadD block 3, CSN deneddyl inh 2, Scp1 inh -1, LMPTP block 2.3, DNMT1 inh 2 and STEP block 6.
For COc1ccccc1CCN1CCCC(CN(C)C(=O)c2ccco2)C1 (stereo not drawn) the results were MLLE-PAM2 inh -2, Rpn11 inh inactive, SUMO1-SIM PPI 1, TbMetRS inhib -0.2, NadD block 1, CSN deneddyl inh 0, Scp1 inh 3, LMPTP block -1.0, DNMT1 inh 2 and STEP block -3.
CCN(CC)CCN(CC(=O)Nc1c(C)cc(C)cc1C)C(=O)c1ccccc1 was read as MLLE-PAM2 inh -1, Rpn11 inh inactive, SUMO1-SIM PPI 4, TbMetRS inhib -0.6, NadD block 1, CSN deneddyl inh 5, Scp1 inh 1, LMPTP block -0.3, DNMT1 inh -3 and STEP block -2.
Screening Cc1cc(C)c(C(=O)N2CCCC(CNC(=O)C3(c4ccc(Cl)cc4)CC3)C2)c(=O)[nH]1 (stereo not drawn) returned MLLE-PAM2 inh 2, Rpn11 inh inactive, SUMO1-SIM PPI 1, TbMetRS inhib -0.6, NadD block 0, CSN deneddyl inh 6, Scp1 inh -3, LMPTP block -0.8, DNMT1 inh -6 and STEP block -4.
`CC(/C=C/c1ccccc1)=N\Nc1nc(-c2ccccc2)cs1` gave MLLE-PAM2 inh 5, Rpn11 inh inactive, SUMO1-SIM PPI -4, TbMetRS inhib -0.4, NadD block 12, CSN deneddyl inh -1, Scp1 inh -2, LMPTP block 2.9, DNMT1 inh -13 and STEP block 0.
Screening CC(OC(=O)c1nn(C)c(=O)c2ccccc12)C(=O)Nc1ccc(S(N)(=O)=O)cc1 (stereo not drawn) returned MLLE-PAM2 inh -2, Rpn11 inh inactive, SUMO1-SIM PPI -4, TbMetRS inhib -0.1, NadD block -1, CSN deneddyl inh -4, Scp1 inh -1, LMPTP block -1.1, DNMT1 inh 4 and STEP block 4.
Screening CN1CCN(c2ccc([N+](=O)[O-])cc2C(=O)Nc2ccccc2)CC1 returned MLLE-PAM2 inh 6, Rpn11 inh inactive, SUMO1-SIM PPI -21, TbMetRS inhib -1.2, NadD block 1, CSN deneddyl inh -4, Scp1 inh 11, LMPTP block -0.5, DNMT1 inh 0 and STEP block 0.
`O=C(CNC(=O)c1ccccc1F)OCC(=O)c1c[nH]c2ccccc12` gave MLLE-PAM2 inh -5, Rpn11 inh inactive, SUMO1-SIM PPI 3, TbMetRS inhib 0.5, NadD block -2, CSN deneddyl inh -1, Scp1 inh -2, LMPTP block -1.0, DNMT1 inh -9 and STEP block 1.

Three compounds already listed, sorted by formula weight, rising.
CCN(CC)CCN(CC(=O)Nc1c(C)cc(C)cc1C)C(=O)c1ccccc1 was read as MLLE-PAM2 inh -1, Rpn11 inh inactive, SUMO1-SIM PPI 4, TbMetRS inhib -0.6, NadD block 1, CSN deneddyl inh 5, Scp1 inh 1, LMPTP block -0.3, DNMT1 inh -3 and STEP block -2.
O=C(CCN1C(=O)/C(=C/c2ccc(Cl)cc2)SC1=S)Nc1ccc(C(=O)O)cc1 was read as MLLE-PAM2 inh 18, Rpn11 inh inactive, SUMO1-SIM PPI -5, TbMetRS inhib -0.4, NadD block 25, CSN deneddyl inh 6, Scp1 inh 92*, LMPTP block 75*, DNMT1 inh 3 and STEP block 49*.
Screening Cc1oc2cc3oc(=O)c(CCC(=O)N4C[C@H]5C[C@@H](C4)c4cccc(=O)n4C5)c(C)c3cc2c1C returned MLLE-PAM2 inh 8, Rpn11 inh inactive, SUMO1-SIM PPI 1, TbMetRS inhib -2.5, NadD block 3, CSN deneddyl inh 2, Scp1 inh -1, LMPTP block 2.3, DNMT1 inh 2 and STEP block 6.
